Assay outcomes: PubChem, The Scripps Research Institute Molecular Screening Center
M1 antag: antagonists of human M1 muscarinic receptor; P11229; inhibition, % at 3 µM; AID 588852; CHO-K1 hM1, Fluo-8 calcium fluorescence, ACh EC80 antagonist; 1.3% of 360,000 active;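 active = percent inhibition above its own plate's cutoff, namely the mean of that plate's compound wells plus 3 SD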;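 also: peak over basal fluorescence ratio during 140 s after agonist addition; 0% = ACh EC80 plus DMSO and 100% = DMSO alone without agonist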
CHO-K1 Ca ag: nonselective activator or artifact in parental CHO-K1 cells | activation, % at 3 µM | 0.48% of 360,000 active | Fluo-8 calcium fluorescence; scaled to maximal ATP response, vehicle zero; in the data active = activation above about 15%;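 also: untransfected CHO-K1 host cells lacking M1 receptor as counterscreen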
CHRM4 agonist: CHRM4 agonism in calcium assay | P08173 | CHO-K1 hM4/Gqi5, Fluo-8 calcium fluorescence; vehicle 0%, full acetylcholine response 100% | activation, % at 3 µM | 0.14% of 360,000 active;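 active = activation above the run mean over all test wells plus 3 SD, cut at about 32% in these data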;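 also: peak over basal fluorescence ratio per well then scaled between controls; 0% = DMSO wells and 100% = acetylcholine at EC100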
Target sequence (P08173 whole entry, looked up): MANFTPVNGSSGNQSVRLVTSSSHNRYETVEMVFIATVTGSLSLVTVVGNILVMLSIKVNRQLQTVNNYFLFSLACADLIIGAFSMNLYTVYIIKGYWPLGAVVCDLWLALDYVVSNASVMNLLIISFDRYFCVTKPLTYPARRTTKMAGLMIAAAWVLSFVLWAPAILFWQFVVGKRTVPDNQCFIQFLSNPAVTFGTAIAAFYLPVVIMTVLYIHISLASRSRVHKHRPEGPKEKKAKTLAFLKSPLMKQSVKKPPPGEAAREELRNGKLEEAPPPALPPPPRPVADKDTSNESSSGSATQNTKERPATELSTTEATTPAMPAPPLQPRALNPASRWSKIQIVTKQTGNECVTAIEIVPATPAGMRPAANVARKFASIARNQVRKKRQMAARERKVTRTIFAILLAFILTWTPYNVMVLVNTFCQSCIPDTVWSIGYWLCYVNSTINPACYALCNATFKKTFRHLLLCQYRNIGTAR
CHRM1 PAM: human CHRM1 positive allosteric modulation; P11229; CHO-K1 hM1, Fluo-8 calcium fluorescence, ACh EC20; 0% = ACh EC20, 100% = maximal ACh; activation, % at 3 µM; 0.088% of 360,000 active; in the data active = activation above about 19%, passing the limit was not always enough
M1 ag: activates human CHRM1 receptor; P11229; CHO-K1 hM1, Fluo-8 calcium fluorescence, agonist mode; 0% DMSO, 100% acetylcholine EC100; activation, % at 3 µM; 0.33% of 360,000 active;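 active = activation above the run's mean compound activation plus 3 SD, cut at about 16% in these data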;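 also: peak over basal fluorescence ratio within a 140 s kinetic read after compound addition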
CHRM4 antagonist: antagonists of human muscarinic M4 receptor (CHRM4); CHO-hM4 cells, ACh EC80, Fluo-8 calcium fluorescence; 0.73% of 360,000 active; P08173; inhibition, % at 3 µM;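 active = inhibition above its plate's cutoff, the mean inhibition of sample wells plus 3 SD, cut at about 27% in these data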;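 also: 0% = acetylcholine EC80 with DMSO and 100% = DMSO without agonist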
CHO-K1 Ca antag: M1 antagonist counterscreen hit in parental CHO-K1 cells. ATP-induced calcium, Fluo-8 fluorescence. inhibition, % at 3 µM. 0.6% of 360,000 active. AID 602250;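 active = inhibition above a per-plate cutoff, the plate's mean sample inhibition plus 3 SD, cut at about 24% in these data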;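 also: 0% = DMSO plus EC80 ATP and 100% = DMSO alone without ATP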
CHO parental Ca: counter-screen for OX1R antagonists: effect in parental CHO cells; inhibition, % at 5.6 µM; 0.63% of 330,000 active; parental CHO-K1, ATP-induced calcium, Fluo-8 fluorescence;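 active = inhibition above that plate's mean sample inhibition plus 3 SD, cut at about 26% in these data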;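 also: 0% = ATP-challenged DMSO wells and 100% = DMSO wells without ATP; some compounds past the cut are filed as inactive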
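Material – parental CHO cells · Reagent – ATP stimulus · Compound – single nominal dose of 5.6 µM per compound · Detection – Fluo-8 fluorescence · Read-out basis – percent inhibition of calcium signal · Controls – ATP-challenged DMSO wells low, unchallenged DMSO wells high · Repeats – no replicates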
OXTR potentiator: human OXTR potentiation | CHO-OTR cells, Fluo-8 calcium fluorescence, potentiator mode; 0% = oxytocin EC15, 100% = EC100 | 0.061% of 320,000 active | activation, % at 3 µM | P30559 | AID 2445;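 active = activation above that plate's cutoff, the mean activation of tested compounds plus 3 SD, cut at about 6.6% in these data, passing the limit was not always enough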;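 also: 100% uses oxytocin at 75 nM as the full agonist control; some results filed as inactive read as strong as hits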
Target sequence (P30559 whole entry, looked up): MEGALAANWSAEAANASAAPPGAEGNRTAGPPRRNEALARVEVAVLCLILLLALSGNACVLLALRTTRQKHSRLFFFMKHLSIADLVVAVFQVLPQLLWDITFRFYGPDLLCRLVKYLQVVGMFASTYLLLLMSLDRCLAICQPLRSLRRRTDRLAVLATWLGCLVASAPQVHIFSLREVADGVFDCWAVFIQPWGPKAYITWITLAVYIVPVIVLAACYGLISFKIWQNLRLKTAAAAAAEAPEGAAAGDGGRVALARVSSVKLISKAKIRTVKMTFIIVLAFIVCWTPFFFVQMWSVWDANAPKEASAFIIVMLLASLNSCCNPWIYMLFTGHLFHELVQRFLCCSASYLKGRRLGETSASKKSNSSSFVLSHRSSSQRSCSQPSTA
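test system = CHO-OTR cells, human receptor | compound = single-point 3.0 µM | schedule = 6 min compound pre-incubation at room temperature, 100 s kinetic read | signal = Fluo-8 no-wash calcium dye fluorescence, excitation 470-495 nm, emission 515-575 nm | repeats = single well per compound, singlicate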
* hit, by the source's call; · = not tested or not shown. This is a random part of the collection; about 2.9% have a hit in one of these screens.

SMILES | M1 antag | CHO-K1 Ca ag | CHRM4 agonist | CHRM1 PAM | M1 ag | CHRM4 antagonist | CHO-K1 Ca antag | CHO parental Ca | OXTR potentiator
Cc1nn(CC(=O)OCC(=O)NCCc2ccc(F)cc2)c(C)c1[N+](=O)[O-] | 9 | 0.4 | 3 | -4 | -3 | -5 | -5 | -15 | -7
Cc1cccc(Nc2ncc3c(n2)CC(c2ccco2)CC3=O)c1 (stereo not drawn) | -27 | 0.9 | 1 | 4 | -4 | -5 | -17 | -29 | -16
Cc1cccc(NC(=O)CSc2ncnc3nc[nH]c23)c1C | -11 | -0.2 | 1 | 19 | 1 | 4 | -7 | -11 | 1
Cc1ccc(C)c(N(CC(=O)NCCSCc2ccco2)S(C)(=O)=O)c1 | -17 | 0.7 | 2 | 15 | 0 | 4 | -6 | -5 | -2
O=C(NCc1ccccc1C(F)(F)F)C1CC(c2cccc(F)c2)=NO1 (stereo not drawn) | -9 | 0.6 | 3 | 13 | 0 | -6 | -10 | -16 | -4
O=C1C(=O)N(c2ccccc2)c2ccccc21 | -15 | 0.5 | 1 | 8 | 13 | 12 | -11 | 12 | -4
OCCNCc1cccc(OCc2ccc(Cl)cc2)c1 | -8 | 3.8 | 7 | 8 | -2 | -14 | -9 | -18 | -19
O=C(O)C1CCN(c2ccc([N+](=O)[O-])cc2[N+](=O)[O-])CC1 | -6 | 0.7 | 0 | 3 | -3 | 5 | -4 | -10 | -2
CN(C(=O)c1cc2nc(-c3ccco3)cc(C(F)(F)F)n2n1)C1CCCCC1 | 0 | 1.2 | 0 | 5 | -5 | 9 | -6 | -12 | 1
O=C(NNS(=O)(=O)c1ccc(F)cc1F)C1Cc2c(ccc3ccccc23)O1 (stereo not drawn) | 20 | 5.5 | 8 | -4 | 2 | 4 | -1 | 42* | -29
CCCNC(=S)Nc1ccc(S(N)(=O)=O)cc1 | -8 | 0.3 | 1 | 14 | -6 | 7 | -14 | 4 | 4
COCC1CCN(Cc2cn[nH]c2-c2cc(OC)c(OC)c(OC)c2)CC1 | -6 | 0.0 | 1 | 9 | -9 | 8 | -14 | -19 | -9
O=C(N/N=C/c1ccc(C(=O)O)cc1)C(=O)N1CCCCCC1 | -17 | 0.4 | 1 | 16 | 0 | -6 | 3 | 6 | -1
Cc1cc(C)c(OCCCNCc2ccccc2)c(Br)c1 | -6 | 1.9 | 26 | 5 | 1 | -5 | 3 | 7 | -8
CC(C)OC(=O)N(C)C[C@H]1OCc2cn(nn2)CCCC(=O)N([C@H](C)CO)C[C@@H]1C | -8 | 1.0 | 0 | 6 | -5 | -2 | -7 | · | ·
CCOc1ccc(N(C(=O)CNC(=O)c2ccco2)C(C(=O)NC2CCCC2)c2cccnc2)cc1 (stereo not drawn) | -12 | -0.1 | 1 | 20 | 8 | -23 | -5 | -7 | -2
COc1nc(NCC(C)C)nc(Oc2ccc(OCc3ccccc3)nn2)n1 | -31 | 1.7 | 2 | 6 | -1 | -3 | -22 | -19 | -6
CSC[C@@H]1NC(=S)N(c2ccc(C)cc2)C1=O | -3 | 0.2 | 1 | 7 | -3 | -1 | 3 | 0 | -7
CCOC(=O)c1nnc(-c2ccccc2)nc1Sc1ccccc1Cl | 11 | 2.0 | 0 | -7 | -3 | -11 | -3 | -20 | 1
CCCN(C(=O)CSc1nnnn1C)C1CCS(=O)(=O)C1 (stereo not drawn) | -5 | 0.0 | 1 | 12 | -8 | 2 | -9 | 2 | -13

A second format for part of the listing above.
Each structure is followed by: M1 antag | CHO-K1 Ca ag | CHRM4 agonist | CHRM1 PAM | M1 ag | CHRM4 antagonist | CHO-K1 Ca antag | CHO parental Ca | OXTR potentiator
O=C(NCc1ccccc1C(F)(F)F)C1CC(c2cccc(F)c2)=NO1 (stereo not drawn)
    -9 | 0.6 | 3 | 13 | 0 | -6 | -10 | -16 | -4
O=C1C(=O)N(c2ccccc2)c2ccccc21
    -15 | 0.5 | 1 | 8 | 13 | 12 | -11 | 12 | -4
OCCNCc1cccc(OCc2ccc(Cl)cc2)c1
    -8 | 3.8 | 7 | 8 | -2 | -14 | -9 | -18 | -19
O=C(O)C1CCN(c2ccc([N+](=O)[O-])cc2[N+](=O)[O-])CC1
    -6 | 0.7 | 0 | 3 | -3 | 5 | -4 | -10 | -2
CN(C(=O)c1cc2nc(-c3ccco3)cc(C(F)(F)F)n2n1)C1CCCCC1
    0 | 1.2 | 0 | 5 | -5 | 9 | -6 | -12 | 1
O=C(NNS(=O)(=O)c1ccc(F)cc1F)C1Cc2c(ccc3ccccc23)O1 (stereo not drawn)
    20 | 5.5 | 8 | -4 | 2 | 4 | -1 | 42* | -29
CCCNC(=S)Nc1ccc(S(N)(=O)=O)cc1
    -8 | 0.3 | 1 | 14 | -6 | 7 | -14 | 4 | 4
COCC1CCN(Cc2cn[nH]c2-c2cc(OC)c(OC)c(OC)c2)CC1
    -6 | 0.0 | 1 | 9 | -9 | 8 | -14 | -19 | -9
O=C(N/N=C/c1ccc(C(=O)O)cc1)C(=O)N1CCCCCC1
    -17 | 0.4 | 1 | 16 | 0 | -6 | 3 | 6 | -1
Cc1cc(C)c(OCCCNCc2ccccc2)c(Br)c1
    -6 | 1.9 | 26 | 5 | 1 | -5 | 3 | 7 | -8
CC(C)OC(=O)N(C)C[C@H]1OCc2cn(nn2)CCCC(=O)N([C@H](C)CO)C[C@@H]1C
    -8 | 1.0 | 0 | 6 | -5 | -2 | -7 | · | ·
CCOc1ccc(N(C(=O)CNC(=O)c2ccco2)C(C(=O)NC2CCCC2)c2cccnc2)cc1 (stereo not drawn)
    -12 | -0.1 | 1 | 20 | 8 | -23 | -5 | -7 | -2
COc1nc(NCC(C)C)nc(Oc2ccc(OCc3ccccc3)nn2)n1
    -31 | 1.7 | 2 | 6 | -1 | -3 | -22 | -19 | -6

The listing continues.
SMILES | M1 antag | CHO-K1 Ca ag | CHRM4 agonist | CHRM1 PAM | M1 ag | CHRM4 antagonist | CHO-K1 Ca antag | CHO parental Ca | OXTR potentiator
Cc1ccc(N2CCN(C(=S)Nc3ccccc3C)CC2)cc1 | -8 | -0.3 | 0 | 0 | -4 | -5 | 9 | 4 | -1
COc1cc(/C=C2\SC(=S)N(CCC(=O)Nc3ccccn3)C2=O)cc(OC)c1OC | 4 | 1.7 | 9 | -6 | -2 | 2 | -2 | -25 | -6
COCC(C)n1c(C)cc(C(=O)CSc2ncccn2)c1C (stereo not drawn) | 15 | 0.0 | 1 | -6 | -3 | 4 | 1 | -16 | -17
CCC(=O)c1ccc(OCC(=O)N2CCN(c3ncccn3)CC2)cc1 | -7 | 0.2 | 1 | 5 | 1 | -5 | -4 | -3 | -4
CCN(CC)C(CNC(=O)CSc1nnnn1-c1ccc(C)c(C)c1)c1ccco1 (stereo not drawn) | 8 | 0.2 | 0 | -10 | -8 | 9 | -16 | -22 | -6
CCN(CC)c1ccc(C=Nc2ccc(C#N)cc2)c(O)c1 | -37 | -0.1 | 1 | 13 | 7 | -15 | -10 | -17 | -8
CCCCNC(=S)NNC(=O)c1cc(-c2cccnc2)nc2ccccc12 | 3 | 3.3 | 12 | -1 | -4 | -21 | -10 | -7 | -6
O=C(Nc1ccc(Nc2ccccc2)cc1)Nc1ccccc1Cl | -3 | -0.3 | 0 | 0 | -4 | 8 | -11 | 7 | -13
CN1CCc2c(sc3c2C(=O)NC(c2cn(Cc4ccccc4)c4ccccc24)N3)C1 (stereo not drawn) | 6 | 0.9 | 2 | -5 | -4 | -10 | 1 | -5 | -6
COc1ccc(-c2cc(COc3ccccc3)on2)cc1 | 16 | -0.3 | -1 | -5 | -6 | -1 | 11 | -20 | -7
CSc1ccccc1C(=O)Nc1cccc(C(C)O)c1 (stereo not drawn) | -7 | -0.1 | 0 | 6 | -4 | 8 | -1 | -18 | -12
CC(C)(C)n1nnnc1C(c1ccccc1F)N1CCN(C(=O)c2ccco2)CC1 (stereo not drawn) | -7 | 0.2 | 1 | 6 | -3 | 6 | 11 | -14 | -9
Cc1sc2c3ccsc3ccc2[n+]1C | 4 | 2.6 | 4 | -6 | 6 | 13 | -19 | 7 | -1
CCOC(=O)[C@@H]1[C@H]2COc3ccccc3[C@@H]2N2C(=O)N(c3ccc(OC)cc3)C(=O)[C@@]12C | -17 | 1.3 | 3 | 8 | -2 | 2 | -11 | -12 | -2
Cc1ccc(-n2c(=O)c3c(c4cc(C)ccc4n3C)n(CC(=O)NCC3CCCO3)c2=O)cc1 (stereo not drawn) | -11 | 0.1 | 0 | 11 | -2 | -12 | -12 | · | ·
O=C1c2ccccc2C(=O)N1CCCc1nc(-c2ccncc2)no1 | 0 | 1.4 | 1 | 3 | -5 | 5 | 9 | -1 | 4
Oc1cccc(/C=N/N(Cc2ccccc2)c2ccccc2)c1 | -9 | 1.7 | 0 | 2 | -6 | 2 | -18 | -7 | -12
Cc1ccc(C2/C(=C(/O)c3ccc4c(c3)CC(C)O4)C(=O)C(=O)N2CCCn2ccnc2)cc1 (stereo not drawn) | 11 | 0.3 | 0 | -13 | -4 | 0 | 10 | -21 | -1
CC(C)(C)c1cc[n+](-c2[nH]c(=O)sc2/C=N/N=C(\[O-])c2ccccc2)cc1 | 12 | 0.4 | 0 | -2 | -2 | 7 | -11 | 1 | -4
Cc1ccc(N=CC2=C(O)CC(c3cccc(Cl)c3)CC2=O)cc1 (stereo not drawn) | -1 | 0.1 | 1 | -1 | -6 | -5 | 3 | -10 | -4
CNc1cncc(-c2ccccc2CO)n1 | 2 | -0.2 | 1 | 0 | -2 | -1 | 6 | · | ·
CCOC(=O)C1CCN(C(=O)COc2ccc(N(C)S(=O)(=O)c3ccc(C)cc3)cc2)CC1 | -10 | 1.3 | 4 | 9 | -7 | -17 | 2 | -27 | -13
CC(C)(C)c1cc(C(=O)NNc2ccc(OC(F)(F)F)cc2)n(Cc2ccccc2)n1 | -7 | 0.7 | -1 | 5 | -4 | -1 | 5 | -15 | -4
O=C(Cc1ccc(S(=O)(=O)N2CCOCC2)s1)Nc1ccc(N2CCOCC2)cc1 | -10 | 2.2 | 3 | 9 | -4 | -9 | -27 | -3 | 0
COc1ccc(Br)cc1/C=C/C(=O)NCC(=O)O | -5 | -0.1 | 1 | 3 | -1 | 10 | -11 | 3 | -4
Cc1nc(C)c(C(=O)C2=C(O)C(=O)N(CCN(C)C)C2c2cccs2)s1 (stereo not drawn) | 1 | -0.4 | 0 | 1 | -3 | -1 | -1 | 7 | -20
S=C(NCc1cccnc1)Nc1ccc(Cl)cc1 | 4 | 2.6 | 3 | -1 | -2 | 17 | 2 | 6 | 0
